All columns: NCI-60 one-dose screen, growth in % after 48 h at 10 µM unless noted; 100 = growth as untreated, 0 = no growth, -100 = all killed.
SK-OV-3 – SK-OV-3 ovarian cancer cells; 3.2% of 80,000 active; AID 1794785
DU-145 – DU-145 prostate cancer; 4.2% of 81,000 active
OVCAR-4 – OVCAR-4 ovarian cancer cells | 3.7% of 80,000 active
OVCAR-3 – OVCAR-3 ovarian cancer | 7% of 79,000 active
PC-3 – PC-3 prostate cancer cells; 3.9% of 80,000 active; AID 1794754
OVCAR-8 – OVCAR-8 ovarian cancer; 4.4% of 81,000 active
OVCAR-5 – OVCAR-5 ovarian cancer; 2.9% of 82,000 active
IGROV1 – IGROV1 ovarian cancer. 4.7% of 79,000 active. AID 1794786
Starred values were filed as active, the others as inactive; nt = no result given; & = joins results of further samples; [ ] = remark or other dose. Rule for the calls: active = growth percent below 10; inactive = the rest. Outcome played no part in choosing rows; overall some 10% were active at least once.

SMILES	SK-OV-3	DU-145	OVCAR-4	OVCAR-3	PC-3	OVCAR-8	OVCAR-5	IGROV1
CC(C)(C)c1ccc(NS(=O)(=O)c2ccc3nc(NC(=O)c4cnccn4)[nH]c3c2)cc1	53	34	37	-12*	28	46	57	37
Clc1ccc(-c2noc(CN3CCOCC3)n2)cc1	102	107	98	103	100	101	121	116
Cc1cc(N2CCOCC2)nc(N(CCCNc2ccnc3cc(Cl)ccc23)Cc2ccco2)n1	50	53	50	2.0*	35	46	39	11
CS(=O)(=O)c1ccc(-c2nc3ccccc3n2CC(=O)N/N=C/c2ccc(Cl)cc2)cc1	120	98	99	98	76	106	103	86
O=C(CN1CCN(c2ncnc3c2cnn3-c2ccccc2)CC1)Nc1ccccc1	70	78	42	83	70	74	94	50
O=C(CCCC(=O)NCc1ccc(Cl)cc1Cl)NCc1ccc(Cl)cc1Cl	90	107	105	101	85	87	108	101
CC[C@]12C=CCN3CC[C@]4(C(=C(C(=O)OC)C1)Nc1cc5c(cc14)[C@@H]1[C@H](O5)[C@@H](O)[C@@]4(CC)CC(C(=O)OC)=C5Nc6cc(OC)ccc6[C@@]56CCN1[C@@H]46)[C@@H]32	25	23	31	nt	9.0*	20	25	6.7*
Cc1cc(=O)cc(C)n1-c1ccccc1	95	121	100	120	94	109	98	114
CCN1C(=S)NN(C(SC)(SC)C(C#N)C#N)C(SC)C(C#N)=C1N (stereo unspecified)	92	96	89	90	103	106	84	78
COc1ccc(N/C=C/C(=O)c2ccc3c(c2)Nc2ccccc2S3)cc1	86	94	75	117	78	42	111	89
COc1cc2nc(NC3CC3)nc(NC3CCNCC3)c2cc1OC	nt	99	81	99	90	89	89	93
COc1ccc(Cc2nnc3sc(SCc4ccccc4)nn23)cc1	99	96	91	106	94	101	102	110
COc1ccccc1NC(=O)Oc1ccc(C#N)cc1	103[100 µM]	108[100 µM]	102[100 µM]	112[100 µM]	95[100 µM]	103[100 µM]	101[100 µM]	86[100 µM]
Cc1ccc2nc(C)cc(C)c2c1	112	107	113	110	103	105	96	93
O=C(O)c1cn(C2CC2)c2cc(N3CCN(C(=O)CCO[N+](=O)[O-])CC3)c(F)cc2c1=O	110	112	109	106	100	102	105	103
O=C1/C(=C\c2ccccn2)c2ccccc2N1c1c(Cl)cccc1Cl	27	-0.1*	3.2*	27	31	4.5*	122	8.3*
c1ccc(CN2COc3cc4c(cc3C2)OCN(Cc2ccccc2)C4)cc1	93	103	91	103	86	95	107	105
COc1ccc(-c2cnc3sc4ccc(C)cc4n23)cc1	97	106	92	103	94	104	111	90
Cc1ccc(Nc2nc3c(s2)C2=CC[C@H]4[C@@H]5CC[C@H]([C@H](C)CCCC(C)C)[C@@]5(C)CC[C@@H]4[C@@]2(C)CC3)cc1	114	114	112	107	105	112	115	113
CCN(CC)CCCC#CCN1CCOCC1	104	117	nt	112	118	105	92	100
CC1(C)NCCC[C@]2(C)[C@H]3CC=C4[C@@H]5C[C@@](C)(CO)CC[C@]5(C)CC[C@@]4(C)[C@]3(C)CC[C@@H]12	93	76	61	72	35	83	83	57
CNC(=O)c1c(NC(=O)c2ccc(C(C)(C)C)cc2)sc2c(CN(C)C)c(O)ccc12	34	25	68	33	-23*	24	-31*	20
CC(=O)Oc1ccc(NC(=O)c2cccc(N3C(=O)CCC3=O)c2)cc1	105	108	112	110	98	111	106	105
Clc1ccc2oc3c(NCCCn4ccnc4)c4ccccc4nc3c2c1	94	22	63	77	55	43	50	36
O=C1/C(=C/C2=Cc3ccccc3OC2)SC(=S)N1c1ccc2c(c1)OCO2	104	102	99	102	97	103	100	108

Next part.
SMILES	SK-OV-3	DU-145	OVCAR-4	OVCAR-3	PC-3	OVCAR-8	OVCAR-5	IGROV1
COc1ccc(-c2ccc(/C=N/NC(=O)c3[nH]c4ccc(Br)cc4c3-c3ccccc3)o2)cc1	49	76	44	21	55	37	68	65
COc1cc(-c2ccc(N=Nc3c(O)ccc4ccccc34)c(OC)c2)ccc1N=Nc1ccc2c(S(=O)(=O)O)cc(S(=O)(=O)O)c(N)c2c1O	83	103&99	92&96	101&101	72&92	106&93	101&92	81
CC(=O)Nc1cccc(-c2nc3ccccc3n2Cc2ccc(C)cc2)c1	96	108	95	98	78	90	89	97
O=S(=O)(c1ccc(NC(=S)NCc2cccnc2)cc1)N1CCCCC1	79	47	96	82	25	110	60	62
S=C(NCCCN1CCOCC1)NN=C1c2ccccc2-c2ccccc21	100	99	90	95	86	94	94	nt
COc1ccc(C(=O)c2cc3c(N)c(C(=O)Nc4cccc(Br)c4C)sc3nc2C)cc1	23	8.9*	37	-20*	21	1.1*	41	24
CC(C)c1ccccc1C1CCCCC1	91	100	104	106	108	100	102	105
O=C(Cc1ccc(/C=C/C(=O)c2nccs2)cc1)Nc1ccc(F)cc1	122	101	110	96	96	107	103	99
Cn1c(=O)[nH]c(=O)c2nc(CC(O)c3ccco3)c(=O)[nH]c21 (stereo unspecified)	104	114	99	111	nt	106	106	105
COc1ccc(OC)c(/C=C2\Cc3c(Cl)cccc3C2=O)c1	80	107	101	106	73	100	99	88
CC(NC(=O)CN)C(=O)O (stereo unspecified)	102&106	104&105	96&107	110&107	87&97	107&96	94&94	103&96
COC(=O)[C@H](C)NC(=O)c1ccc(NC(=O)c2[nH]c(C)c(Cl)c2Cl)c(OC2CCNCC2)c1	101	111	110	110	103	102	104	107
COc1ccc(CN2C(=O)Cc3ccccc3-n3nc(C(C)(C)C)cc32)cc1	98	107	99	109	66	100	113	80
COC(=O)c1c(C)c(C)cc(C)c1C	106	117	109	107	95	106	107	122
CC[N+](CC)(CC(=O)NC)Cc1ccc([N+](=O)[O-])cc1	77	107	102	113	91	102	99	107
CC[C@H]1c2ccccc2[C@@H](C(=O)O)N(C(C)=O)c2ccccc21	115	115	109	119	104	114	116	113
COc1ccc(CC(C)=C(c2ccc(OCCN3CCCC3)cc2)c2ccc(OCCN3CCCC3)cc2)cc1	-88*	-89*	-87*	-81*	-73*	-82*	-91*	-77*
COc1cnc2c(c1)C(=O)c1c-2n(CCCNCCO)c(=O)c2cc(F)ccc12	123	110	110	115	107	112	106	110
OCCOc1c(Cl)c(Cl)c(Cl)c(Cl)c1Cl	116	121	100	115	106	101	124	143
O=S(CCc1ccccc1)Nc1ccccc1 (stereo unspecified)	114	111	106	105	89	105	100	106
Nc1nc2c(ncn2[C@@H]2O[C@H](CSSC[C@H]3O[C@@H](n4cnc5c(=O)[nH]c(N)nc54)[C@H](O)[C@@H]3O)[C@@H](O)[C@H]2O)c(=O)[nH]1	nt	105	100	113	102	99	93	106
Cn1c(=O)[nH]c2nc(SCC(=O)Nc3ccc(C(=O)/C=C/c4ccc(Cl)cc4)cc3)[nH]c2c1=O	nt	105	101	94	99	99	92	102
COc1ccc(N=NC(C#N)C(N)=O)cc1 (stereo unspecified)	98	110	102	110	94	110	94	98
CCCNC(=O)c1sc2ncnc(Oc3ccc(NC(=O)Nc4ccc(C)c(Cl)c4)cc3)c2c1C	105	94	95	101	nt	87	119	83
CS(=O)(=O)c1nnc(-c2ccccc2)s1	99	88	100	99	96	97	99	103

Following part
SMILES	SK-OV-3	DU-145	OVCAR-4	OVCAR-3	PC-3	OVCAR-8	OVCAR-5	IGROV1
CC1=CC(=O)C(CN(C)C)(CN(C)C)C(C)(C)C1	105	95	105	97	105	109	113	80
CC(=O)Oc1ccccc1OC(C)=O	109	100	75	68	71	84	112	nt
CC(=O)Nc1ccc2c(c1)C(=Nc1ccc(C)cc1)c1ccccc1-2	114	102	111	109	94	105	100	101
COc1ccccc1CNCCCN1C(=O)c2ccc3c4c(ccc(c24)C1=O)C(=O)N(CCCN)C3=O	27	-96*	-67*	-28*	-8.3*	-24*	-30*	-53*
N=C(N)c1ccc(-c2ccc(-c3ccc(Cl)cc3)s2)s1	-51*	-88*	-51*	-79*	-91*	-37*	-79*	-50*
Cc1cccc(C)c1Nc1nnc(-c2ccc(N(C)C)cc2)s1	102	114	105	117	94	91	107	106
NS(=O)(=O)c1ccc(N=Nc2c(O)n(CC(=O)Nc3ccc(Cl)cc3)c3ccccc23)cc1	109	62	81	54	88	63	118	97
CCOC(=O)CC(C(C)=O)C(=O)OCC (stereo unspecified)	116	112	109	113	100	104	nt	100
COC(=O)/C(Br)=C/c1c[nH]c2ccc(Br)cc12	92	104	87	83	71	87	72	-18*
COc1cc(C2C=C(C)N=C3SC=NN32)cc(OC)c1OC (stereo unspecified)	111	115	103	116	73	92	92	118
CC(=O)OCOC1C(COC(C)=O)OCOC(COC(C)=O)C1OCOC(C)=O (stereo unspecified)	105	114	109	101	99	108	101	106
C/C=C(\C)C1=C2CC[C@H](c3ccccc3)O[C@@H]2CCCN1S(=O)(=O)c1ccc(C)cc1	100	102	92	100	62	97	106	101
CSc1ncnc2c1nnn2C1OC(COC(=O)c2ccccc2)C(OC(=O)c2ccccc2)C1OC(=O)c1ccccc1 (stereo unspecified)	18	41	82	116	44	78	49	96
c1ccc2c(c1)[nH]c1c2cc[n+]2cc3c(cc12)CCCC3	23	41	39	21	23	11	48	66
CCOC(=O)CC/C(C)=N\Nc1ccc([N+](=O)[O-])cc1[N+](=O)[O-]	87	105	117	102	86	102	113	94
Nc1nc2ccc(OC(F)(F)F)cc2s1	115	124	104	108	96	102	107	112
CC(=O)Nc1cc2c(cc1Cl)-c1ccc(F)cc1C2O (stereo unspecified)	94	113	nt	109	90	94	113	65
Cn1ncc2c1CCc1cc(S(=O)(=O)c3ccccc3)c(=O)n(C)c1-2	97	116	79	108	90	92	113	107
CC(=O)NC(C)c1c(OC(C)=O)ccc2ccccc12 (stereo unspecified)	105	108	100	110	96	95	112	104
Cc1ccc(C(CN(C)C)C(=O)c2ccccc2)cc1 (stereo unspecified)	98	35	33	-8.3*	33	15	66	89
CCc1c(Cl)nc(N)nc1Cl	107	105	99	108	101	114	101	104
CCN(CC)c1ccc2[nH]c3c(C(N)=O)cc(=O)c(=O)c=3oc2c1	20	-1.9*	2.1*	-36*	13	0.3*	15	-44*
O=C(Nc1cc(-c2cccnc2)nc(NCCCN2CCOCC2)n1)c1ccc(F)cc1Cl	101	112	115	106	91	94	100	96
CCCSc1nnc(-c2c(C)nc3sccn23)o1	108	97	72	99	87	98	86	84
N#CC1=C(c2ccccc2)Nc2c(c(-c3ccccc3)nn2-c2ccccc2)C12C(=O)Nc1ccccc12 (stereo unspecified)	81	90	78	86	36	57	86	69

Seven entries from above, with values under each structure:
The line under a structure holds: SK-OV-3	DU-145	OVCAR-4	OVCAR-3	PC-3	OVCAR-8	OVCAR-5	IGROV1
CC(=O)Oc1ccccc1OC(C)=O
    109	100	75	68	71	84	112	nt
CC(=O)Nc1ccc2c(c1)C(=Nc1ccc(C)cc1)c1ccccc1-2
    114	102	111	109	94	105	100	101
COc1ccccc1CNCCCN1C(=O)c2ccc3c4c(ccc(c24)C1=O)C(=O)N(CCCN)C3=O
    27	-96*	-67*	-28*	-8.3*	-24*	-30*	-53*
N=C(N)c1ccc(-c2ccc(-c3ccc(Cl)cc3)s2)s1
    -51*	-88*	-51*	-79*	-91*	-37*	-79*	-50*
Cc1cccc(C)c1Nc1nnc(-c2ccc(N(C)C)cc2)s1
    102	114	105	117	94	91	107	106
NS(=O)(=O)c1ccc(N=Nc2c(O)n(CC(=O)Nc3ccc(Cl)cc3)c3ccccc23)cc1
    109	62	81	54	88	63	118	97
CCOC(=O)CC(C(C)=O)C(=O)OCC (stereo unspecified)
    116	112	109	113	100	104	nt	100

One compound at a time, from the list above.
`NS(=O)(=O)c1ccc(N=Nc2c(O)n(CC(=O)Nc3ccc(Cl)cc3)c3ccccc23)cc1` reads SK-OV-3 = 109; DU-145 = 62; OVCAR-4 = 81; OVCAR-3 = 54; PC-3 = 88; OVCAR-8 = 63; OVCAR-5 = 118; IGROV1 = 97
`N=C(N)c1ccc(-c2ccc(-c3ccc(Cl)cc3)s2)s1` reads SK-OV-3 = -51*; DU-145 = -88*; OVCAR-4 = -51*; OVCAR-3 = -79*; PC-3 = -91*; OVCAR-8 = -37*; OVCAR-5 = -79*; IGROV1 = -50*

Next part:
SMILES	SK-OV-3	DU-145	OVCAR-4	OVCAR-3	PC-3	OVCAR-8	OVCAR-5	IGROV1
O=C(NCCc1ccccc1)c1ccccc1	103	107	129	105	104	97	91	119
CC1OC1c1ccc(-c2ccc(C3OC3C)cc2)cc1 (stereo unspecified)	108	111	116	105	100	99	110	nt
Nc1cc2ccccc2cc1NS(=O)(=O)N1CCCCC1	104	111	95	96	94	102	98	106
Cc1ccc(S(=O)(=O)N(C)Cc2ccccc2)cc1	104	113	112	108	92	103	104	105
COc1ccc(C(C)=O)c(O)c1OC	104	107	109	111	95	105	95	128
O=C(O)Cc1ccccc1F	95	121	114	121	105	103	111	117
CC(=O)OC[C@@]1(C)C2CC[C@]3(C)C(CC=C4C5CC(C)(C)CC[C@]5(C(=O)Nc5ccc(Br)cc5)CC[C@]43C)[C@@]2(C)C[C@@H](OC(C)=O)[C@@H]1OC(C)=O (stereo partly specified)	44	49	42	45	35	36	93	57
NS(=O)(=O)c1ccc(NC(=O)Nc2nc(-c3ccccc3)cs2)cc1	91	87	86	94	85	88	94	83
N=c1c2cc(-c3ccccc3)oc2ncn1N	92	108	68	43	82	95	90	72
Nc1cc(Cl)ncn1	97	105	99	94	102	94	85	89
CCCn1c(N)c(C(=O)N/N=C(/C)c2cc3cccc(OC)c3o2)sc1=S	84	59	65	79	72	30	72	57
CC(C)(C)NC(=O)Nc1nccnc1OCc1ccc(Cl)cc1	96	102	115	106	93	94	95	109
O=[N+]([O-])c1ccc(/C=C/c2ccccc2)cc1	106	109	95	108	96	101	115	92
CC1=CC(=Nc2ccc(N(C)C)cc2)C=C(C)C1=O	97	101	45	60	70	89	108	96
O=C1c2ccccc2C(=O)c2c(OCCN3CCCCC3)cccc21	91	113	115	103	86	81	103	92
CN(c1nc(CC(=O)N2CC[C@H](C(C)(C)O)C2)nc2sc3c(c12)CCCC3)C1CC1	88	102	112	104	97	89	95	102
